E-sel TNF inh – blocks E-selectin expression induced by TNF alpha; HUVEC TNFa-induced E-selectin immunofluorescence, high content; inhibition, % at 2 µM; AID 1246; 0.71% of 120,000 active;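 active = inhibition above the batch mean plus 3 SD, and confirmed as a hit on visual image review, cut at about 43% in these data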;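 note: 0% = TNF-stimulated DMSO wells and 100% = unstimulated control wells; not every result past the cut was called active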
MRP-1 activ – activates MRP-1. H69AR cells + doxorubicin, viability rescue, CellTiter-Glo. viability increase, % at 10 µM. 0.61% of 140,000 active. AID 799;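 active = viability gain under doxorubicin at or above a set limit, the compound median plus 3 SD, cut at about 4.7% in these data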;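 note: MRP-1 overexpressing cells given doxorubicin 25 µM after compound pretreatment; 18-22 h compound pretreatment then 72 h with doxorubicin before readout; 0% = doxorubicin-only wells and 100% = vehicle-treated cells without doxorubicin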
BB579 growth dn – reduces growth of yeast BB579 in restrictive medium; AID 804; S. cerevisiae BB579 growth, OD615, 48 h; 0.51% of 140,000 active; inhibition, % at 10 µM;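 active = inhibition above a set limit, 3 SD over the mean compound inhibition, cut at about 44% in these data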; note: inactives centre near -24
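controls = amphotericin B 10 µg/mL, positive | assay system = DeaD yeast strain BB579 | schedule = 48 h compound exposure at 30 °C after 4 h preincubation | detection = OD615 turbidity measurement | medium = restrictive CSMM-D medium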
bCat KO growth – beta-catenin-lacking colon tumor cell growth suppression; viability, % at 10 µM; 1.5% of 140,000 active; HCT116 beta-catenin knockout viability, CellTiter-Glo, 60 h; hits give low values;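 active = viability at or under a set limit, the compound median less 4 SD, cut at about 6% in these data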;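 note: 0% = Hyamine 1622 control at 20 µM and 100% = untreated cell control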
PTEN del growth – suppresses growth of cells with PTEN deletion. 1.2% of 140,000 active. viability, % at 10 µM. HCT116 PTEN-null viability, CellTiter-Glo, 60 h; hits give low values;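 active = viability at or below a set limit, 4 SD under the median of all tested compounds, cut at about 3.7% in these data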;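 note: PTEN knockout HCT116 line with beta catenin targeted HCT116 as companion control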
Yeast life ext – yeast lifespan extension. S. cerevisiae growth with nicotinamide, OD615; deaD strain in restrictive glucose medium. inhibition of the nicotinamide effect, % at 10 µM. 0.68% of 130,000 active. AID 775;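 active = inhibition above a set limit, placed 3 SD over the median of all compounds, cut at about 26% in these data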;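 note: 0% = nicotinamide-treated wells and 100% = cells grown without nicotinamide; some compounds called inactive have numbers as strong as hits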
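System: DeaD-strain S. cerevisiae / Buffer or medium: CSMM-D, restrictive glucose (dextrose) synthetic minimal medium / Probe or stimulus: nicotinamide, 1.5 mM, co-present with compound / Compound: one concentration, 10 µM, DMSO 0.25% / Incubation: 48 h compound exposure at 30 °C, humidified / Technique: optical density (absorbance) at 615 nm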
Measles CPE – protection of cells from measles virus; Measles virus-infected cells, CPE protection, absorbance; protection (pct of control), % at 4 µM; 1.5% of 140,000 active; AID 841; in the data active = protection mostly above about 24%, no sharp cut-off; inactive = mostly below about 26%; note: some compounds called inactive have numbers as strong as hits
Phagocytosis inh – inhibitors of macrophage phagocytosis; J774A.1 macrophage IgG-bead phagocytosis, imaging; inhibition, % at 5 µM; 0.07% of 110,000 active;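 active = inhibition above the mean of the plate negative controls plus 5 SD, cut at about 13% in these data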;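 note: phagocytic index as fraction of beads internalized from green versus red external bead signal; plate controls were DMSO negative control for no effect and cytochalasin-D positive control for full effect; some results beyond the cut were filed as inactive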
NPY-Y2 antag – antagonists of human neuropeptide Y receptor Y2 | AID 793 | inhibition, % at 2.7 µM | P49146 | NPY-Y2 expressing cells, antagonist mode | 0.99% of 140,000 active; in the data active = inhibition above about 17%;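 note: 0% = vehicle with agonist challenge and 100% = reference antagonist with challenge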
Target sequence (P49146 whole entry, looked up): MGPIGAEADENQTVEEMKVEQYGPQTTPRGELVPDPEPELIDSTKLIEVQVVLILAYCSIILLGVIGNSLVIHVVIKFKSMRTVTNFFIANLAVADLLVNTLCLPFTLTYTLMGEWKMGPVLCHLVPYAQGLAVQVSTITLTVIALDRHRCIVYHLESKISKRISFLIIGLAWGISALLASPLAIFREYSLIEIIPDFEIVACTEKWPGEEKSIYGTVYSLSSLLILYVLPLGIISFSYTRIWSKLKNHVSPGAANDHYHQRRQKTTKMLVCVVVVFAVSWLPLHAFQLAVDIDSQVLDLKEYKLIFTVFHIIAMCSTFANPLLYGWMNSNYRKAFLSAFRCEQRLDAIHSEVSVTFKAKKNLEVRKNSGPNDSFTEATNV
GALR2 blocker – blocks the human galanin receptor 2. O43603. GALR2-expressing cells, antagonist mode. inhibition, % at 4 µM. 0.39% of 140,000 active; in the data active = inhibition above about 27%;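 note: cells stimulated with galanin 1-16 at roughly its EC80; 0% = agonist challenge control and 100% = basal control without agonist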
Target sequence (O43603 whole entry, looked up): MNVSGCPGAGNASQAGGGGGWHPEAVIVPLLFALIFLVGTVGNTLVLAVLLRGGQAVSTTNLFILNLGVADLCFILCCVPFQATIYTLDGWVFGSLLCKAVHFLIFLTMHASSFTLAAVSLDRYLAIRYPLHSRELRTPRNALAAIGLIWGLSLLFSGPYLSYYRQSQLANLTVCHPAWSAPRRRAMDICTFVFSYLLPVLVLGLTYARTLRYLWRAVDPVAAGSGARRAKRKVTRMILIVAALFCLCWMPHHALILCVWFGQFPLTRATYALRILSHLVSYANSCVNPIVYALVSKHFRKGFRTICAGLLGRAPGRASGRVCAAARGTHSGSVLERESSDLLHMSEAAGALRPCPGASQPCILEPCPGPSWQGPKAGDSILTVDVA
* = called active by the depositor; · = no result given.

SMILES | E-sel TNF inh | MRP-1 activ | BB579 growth dn | bCat KO growth | PTEN del growth | Yeast life ext | Measles CPE | Phagocytosis inh | NPY-Y2 antag | GALR2 blocker
O=C(COC(=O)c1cnccn1)c1ccc2ccccc2c1 | 5 | 0.0 | -1 | 97 | 98 | -26 | 4 | 3 | 6 | -27
CC(C)NC(=O)C(Cc1ccccc1)N1C(=O)c2ccccc2C1=O (centres undefined) | 9 | 0.2 | -21 | 87 | 91 | · | 8 | · | 7 | 7
Cc1ccccc1-n1c(C)nnc1SCC(=O)NC1CCCc2ccccc21 (centres undefined) | -21 | -3.0 | -27 | 82 | 79 | -3 | 9 | -8 | 3 | -17
CCOc1ccc(S(=O)(=O)Nc2ccc3c(c2)OCO3)c2cccnc12 | 4 | -2.9 | -11 | 84 | 88 | 5 | 4 | 2 | 1 | -6
Cn1c(=O)c2cc(S(=O)(=O)NC(Cc3ccccc3)C(=O)NCc3ccco3)ccc2n(C)c1=O (centres undefined) | · | -2.2 | -25 | 97 | 105 | 23 | 9 | 0 | 1 | -3
Cc1ccccc1C(=O)NNC(=O)C(C)N1C(=O)c2ccccc2C1=O (centres undefined) | -41 | -0.1 | -19 | 98 | 92 | -2 | 11 | -2 | 1 | -7
CCCc1[nH]nc2c1C(c1ccc(OC)c(CSC3=NCCS3)c1)C(C#N)=C(N)O2 (centres undefined) | -12 | -0.2 | -39 | 104 | 100 | -3 | 28* | 1 | 4 | 1
CC(=O)N1CCN(S(=O)(=O)c2ccc(C)cc2)C1C(C)C (centres undefined) | · | -1.1 | -66 | 108 | 104 | 0 | 2 | 0 | 3 | -11
CC(C)CCN(C)C1CCN(C(=O)Nc2c(F)cccc2F)CC1 | 1 | -0.8 | 29 | 97 | 99 | -2 | 6 | 0 | 3 | 1
O=C(C1=C(O)C(=O)N(Cc2ccccc2)C1c1ccncc1)c1ccco1 (centres undefined) | -9 | -0.1 | -28 | 111 | 101 | -2 | 27 | 0 | 1 | 7
O=C(NC1CCCC1)C1c2ccccc2C(=O)N1C1CCCCC1 (centres undefined) | -18 | -3.1 | -44 | 91 | 83 | -13 | 9 | -1 | 0 | 6
COC(=O)c1ccc(C2/C(=C(/O)c3ccc(OC)cc3)C(=O)C(=O)N2c2cc(C)on2)cc1 (centres undefined) | · | -1.1 | -1 | 99 | 103 | -12 | 7 | 1 | 3 | -12

The closing 2 records of the part before are carried over, then new ones follow:
SMILES | E-sel TNF inh | MRP-1 activ | BB579 growth dn | bCat KO growth | PTEN del growth | Yeast life ext | Measles CPE | Phagocytosis inh | NPY-Y2 antag | GALR2 blocker
O=C(NC1CCCC1)C1c2ccccc2C(=O)N1C1CCCCC1 (centres undefined) | -18 | -3.1 | -44 | 91 | 83 | -13 | 9 | -1 | 0 | 6
COC(=O)c1ccc(C2/C(=C(/O)c3ccc(OC)cc3)C(=O)C(=O)N2c2cc(C)on2)cc1 (centres undefined) | · | -1.1 | -1 | 99 | 103 | -12 | 7 | 1 | 3 | -12
CN(C)S(=O)(=O)c1cccc(NC(=O)CSc2nc3ccccc3n2-c2ccccc2)c1 | · | -3.6 | -29 | 14 | 13 | 6 | 19 | -1 | 6 | -3
Cc1nc2ccc(C(=O)O)cc2nc1C | · | -1.1 | -34 | 92 | 90 | -1 | 20 | -6 | -1 | -5
COc1ccc(-c2cc(C(F)(F)F)nc(SCC(=O)N(C)Cc3cnn(C)c3C)n2)cc1OC | -1 | -2.0 | -57 | 93 | 86 | -1 | 3 | -10 | 0 | -11
Cc1ccccc1Nc1ccc(S(=O)(=O)N2CCOCC2)cc1[N+](=O)[O-] | · | -3.1 | -3 | 79 | 81 | 3 | 14 | -10 | 1 | 13
CC(N)C12CC3CC(CC(O)(C3)C1)C2 (centres undefined) | 19 | -2.3 | -19 | 99 | 106 | -3 | 18 | 0 | 0 | -18
O=C(CSc1nnc(CNC(=O)c2ccco2)o1)c1ccccc1 | -1 | -0.2 | -72 | 103 | 109 | -4 | 20 | -1 | 1 | -13
O=C(COc1ccc([N+](=O)[O-])cc1)NCCC1=CCCCC1 | · | -3.6 | -12 | 82 | 95 | -1 | 5 | -1 | 0 | -7
NC(=O)[C@H](Cc1cc2ccccc2s1)NC(=O)[C@@H]1CC2(CC(c3cccc(NC(=O)[C@@H]4CCC(=O)N4)c3)=NO2)CN1C(=O)/C=C/Sc1ccccc1 (some centres undefined) | -20 | -1.6 | -32 | 120 | 108 | 9 | 6 | · | -1 | -10
O=C1c2ccccc2C(=O)N1c1nc(-c2cccs2)cs1 | -15 | -2.8 | 2 | 91 | 91 | 10 | 4 | 1 | 3 | 14
O=C(CCSc1ccccc1)Nc1ccc(S(=O)(=O)N2CCOCC2)cc1 | -14 | -0.5 | -78 | 92 | 89 | -6 | 3 | 0 | 2 | 12
N/C(=N\OC(=O)N1c2ccccc2Sc2ccccc21)c1ccc(Br)cc1 | 9 | -2.4 | -13 | 61 | 66 | -4 | 5 | · | -2 | -3
O=C(C1CCN(c2ccc(N3CCOCC3)nn2)CC1)N1CCc2ccccc2C1 | -17 | -1.5 | -42 | 96 | 103 | -11 | 19 | -1 | 3 | -1

Compound profiles (already shown).
`COc1ccc(-c2cc(C(F)(F)F)nc(SCC(=O)N(C)Cc3cnn(C)c3C)n2)cc1OC` across the screens: E-sel TNF inh: -1; MRP-1 activ: -2.0; BB579 growth dn: -57; bCat KO growth: 93; PTEN del growth: 86; Yeast life ext: -1; Measles CPE: 3; Phagocytosis inh: -10; NPY-Y2 antag: 0; GALR2 blocker: -11
`CC(N)C12CC3CC(CC(O)(C3)C1)C2` (centres undefined) across the screens: E-sel TNF inh: 19; MRP-1 activ: -2.3; BB579 growth dn: -19; bCat KO growth: 99; PTEN del growth: 106; Yeast life ext: -3; Measles CPE: 18; Phagocytosis inh: 0; NPY-Y2 antag: 0; GALR2 blocker: -18
`O=C(COc1ccc([N+](=O)[O-])cc1)NCCC1=CCCCC1` across the screens: E-sel TNF inh: ·; MRP-1 activ: -3.6; BB579 growth dn: -12; bCat KO growth: 82; PTEN del growth: 95; Yeast life ext: -1; Measles CPE: 5; Phagocytosis inh: -1; NPY-Y2 antag: 0; GALR2 blocker: -7

Following part:
SMILES | E-sel TNF inh | MRP-1 activ | BB579 growth dn | bCat KO growth | PTEN del growth | Yeast life ext | Measles CPE | Phagocytosis inh | NPY-Y2 antag | GALR2 blocker
COc1ccccc1-n1c(C)c2c(OC)cccc(=O)c2c1C | · | -2.8 | -40 | 97 | 94 | 2 | 8 | -2 | 2 | 8
COc1ccc(NC(=O)c2cc(S(=O)(=O)NCC3COc4ccccc4O3)ccc2F)cc1 (centres undefined) | 6 | 0.9 | -16 | 78 | 88 | 1 | 5 | -6 | -2 | 10
Nc1ccc(Cc2ccc(N)c(C(=O)O)c2)cc1C(=O)O | -7 | -0.8 | -4 | 97 | 98 | -5 | 2 | 0 | -1 | 0
O=C(CSc1nnc(-c2ccccc2)n1-c1ccc(Cl)cc1)NNC(=S)Nc1ccccc1 | -30 | -2.9 | -36 | 81 | 78 | -5 | 24 | -11 | 2 | -4
O=C(NCCCn1ccnc1)Nc1ccc(Cl)cc1Cl | -44 | -1.3 | -42 | 91 | 89 | -10 | 4 | -1 | 0 | -2
CN(Cc1cccs1)c1ncnc2sccc12 | 7 | -1.3 | 5 | 47 | 75 | -6 | 4 | 3 | 4 | 0
c1ccc(Oc2cccc(OCCCCN3CCCC3)c2)cc1 | 21 | -4.9 | 2 | 61 | 57 | -1 | 28 | -3 | 9 | 13
CCN(CC)c1ccc(C(=O)NC(=S)Nc2cc(S(=O)(=O)N3CCOCC3)ccc2-n2cncn2)cc1 | 12 | -5.1 | -16 | 94 | 66 | 5 | 12 | -4 | 1 | 0
Cc1cccc(N2C(=O)/C(=C\c3ccc(OC(F)F)cc3)c3ccccc3C2=O)c1 | -4 | 0.6 | -27 | 99 | 105 | 47* | 15 | -10 | 0 | 14
O=S(=O)(c1ccc(-c2nnc(SCc3nnc(-c4ccccc4)o3)o2)cc1)N1CCCC1 | 37 | -3.4 | -37 | 86 | 89 | -4 | 1 | 5 | 3 | 0
Cn1nnnc1SCC(=O)Nc1ccccc1N1CCCCC1 | -6 | 0.7 | -47 | 95 | 102 | -3 | 9 | · | 3 | 1
Cc1cc(Nc2ccccc2)n(-c2cccc(Cl)c2)n1 | 24 | -1.4 | -64 | 88 | 84 | -18 | 14 | · | -1 | -4
Cc1cccc(CS(=O)(=O)Cc2ccc(C(=O)NCC3CCCO3)o2)c1 (centres undefined) | -14 | -0.4 | -48 | 100 | 103 | -6 | 7 | -2 | 0 | 12
CSc1nnc2n(-c3ccccc3)c(=O)c3c4c(sc3n12)CCC4 | -17 | -0.8 | -45 | 87 | 77 | -8 | 4 | -1 | 2 | -8
COCCSc1nnc(NC(=O)C2CCCCC2)s1 | · | -0.6 | -31 | 102 | 100 | 5 | 4 | -1 | 0 | -11
CC(C)CNC(=O)c1cccc(NC(=O)Cc2ccc(Cl)cc2)c1 | · | 1.4 | -7 | 96 | 93 | -2 | 8 | · | -3 | 0
Cc1c(S(=O)(=O)Nc2cccc(Cl)c2)c(=O)n(C)c(=O)n1C | · | -0.9 | 20 | 98 | 95 | -2 | 20 | -1 | 1 | 1
O=C(CSc1nnc(-c2cccs2)n1CC1CCCO1)c1cc2ccccc2o1 (centres undefined) | -8 | -2.6 | -17 | 87 | 90 | -5 | 2 | 0 | 1 | 8
Cc1ccc2oc(=O)c3cc(C(=O)NCc4ccco4)sc3c2c1 | · | -3.8 | -31 | 95 | 88 | -4 | 2 | 0 | 45* | 4
CC(O)CN(CCC(N)=O)CCC(N)=O (centres undefined) | -1 | -2.7 | -44 | 104 | 98 | 5 | 22 | · | 1 | -3
O=C(Nc1cccc(Cl)c1N1CCCC1)c1ccc(Br)o1 | 12 | -0.3 | -72 | 70 | 81 | -16 | 8 | 1 | 33* | 1
CCOc1ccc2nc(NC(=O)Nc3cccs3)sc2c1 | 0 | -2.1 | -39 | 86 | 82 | -6 | 8 | · | 0 | 0
CCOc1cc(S(=O)(=O)Nc2ccc(CC)cc2)ccc1Cl | -10 | -0.9 | -69 | 89 | 94 | 11 | 17 | 1 | 1 | -3
O=C(NCc1ccco1)c1cnn2c1NC(c1ccccc1)CC2C(F)(F)F (centres undefined) | · | -1.7 | -35 | 87 | 84 | -3 | 2 | 1 | -2 | 9
COc1ccc(NC(=O)N2CCN(S(C)(=O)=O)CC2)cc1OC | -35 | -0.1 | -11 | 100 | 97 | -5 | 8 | 0 | 2 | 9

High-throughput results: PubChem, several laboratories
